Bioassay records deposited in PubChem by IUPUI and University of Michigan.
ST2 inh = inhibitors of human ST2 (IL1RL1) binding to IL-33; Q01638; AlphaLISA ST2-Fc/biotin-IL-33 interaction, 1 h; inhibition, % for hits at 17 µM; 2.3% of 78,000 active; AID 1259354; in the data active = inhibition above about 30%; inconclusive = mostly about 10% to 28%
Target sequence (Q01638 whole entry, looked up): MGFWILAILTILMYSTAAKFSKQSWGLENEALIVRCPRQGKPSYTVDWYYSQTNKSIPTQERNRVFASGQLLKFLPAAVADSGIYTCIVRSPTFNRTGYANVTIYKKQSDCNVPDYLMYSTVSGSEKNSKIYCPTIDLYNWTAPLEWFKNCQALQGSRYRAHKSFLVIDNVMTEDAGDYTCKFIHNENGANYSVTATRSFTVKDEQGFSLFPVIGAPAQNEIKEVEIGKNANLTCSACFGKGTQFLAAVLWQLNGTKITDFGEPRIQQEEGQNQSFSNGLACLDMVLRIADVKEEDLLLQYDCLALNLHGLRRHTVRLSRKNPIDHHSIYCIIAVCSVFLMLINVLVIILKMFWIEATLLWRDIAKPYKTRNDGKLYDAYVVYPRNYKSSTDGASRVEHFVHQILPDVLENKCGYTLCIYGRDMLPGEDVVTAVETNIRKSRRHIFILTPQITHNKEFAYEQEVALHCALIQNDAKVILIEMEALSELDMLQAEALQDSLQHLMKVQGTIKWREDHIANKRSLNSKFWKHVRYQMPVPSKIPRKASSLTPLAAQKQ
Starred values were filed as active, the others as inactive; i = inactive; u = inconclusive. An excerpt; rates above refer to the full screens.

[1] Cc1cc(C)n(-c2ccc(NC(=O)C3CCN(C(=O)CCc4cnn(C)c4)CC3)cc2)n1
  ST2 inh = i

[2] COc1ccccc1C(=O)Nc1ccc2c(c1)CN(C(=O)c1ccsc1)CC2
  ST2 inh = u

[3] O=C(Oc1ccccc1)Oc1ccc2oc(=O)sc2c1
  ST2 inh = i

[4] CC(Oc1ccccc1)C(=O)N1CCN=C1SCc1ccccc1 (stereo not given)
  ST2 inh = i

[5] CSc1cccc(CNC(=O)c2ccc(S(N)(=O)=O)cc2)c1
  ST2 inh = i

[6] CN(Cc1cn[nH]c1-c1ccc(F)cc1)CC1CC(=O)N(C2CCCC2)C1 (stereo not given)
  ST2 inh = u

[7] CC(=O)N(C(C)=O)c1ccc(-c2cnc(-c3ccc(N(C(C)=O)C(C)=O)cc3)nc2)cc1
  ST2 inh = i

[8] O=C(O)C[C@@H]1CCN(C(=O)c2ccc(F)cc2)C[C@@H]1CCN1CCOCC1
  ST2 inh = u

[9] NS(=O)(=O)c1ccc(Nc2nc(-c3ccccn3)cs2)cc1
  ST2 inh = i

[10] COc1ccc(C(=O)C2CCCN(c3ncnc4[nH]ccc34)C2)c(OC)c1 (stereo not given)
  ST2 inh = u

[11] O=C(NCc1ccco1)Nc1cccc(Cl)c1
  ST2 inh = i

[12] CCN(CC)c1ccc(C(Nc2ccccn2)c2ccc3cccnc3c2O)cc1 (stereo not given)
  ST2 inh = 36%*

[13] COc1ccccc1CCNc1nc2nonc2nc1NC1CC1
  ST2 inh = u

[14] CC(C)(C)NC(=O)C1CCC(CNS(=O)(=O)c2cccc3nsnc23)CC1 (stereo not given)
  ST2 inh = i

[15] O=[N+]([O-])c1nn(-c2ccccc2)[n+]([O-])c1N1CCCCCC1
  ST2 inh = i

[16] Cc1ccn2c(NC(=O)COc3ccccc3)c(-c3cccs3)nc2c1
  ST2 inh = i

[17] Cc1ccc(C2=NN(C(=O)c3ccccc3Cl)C(O)(C(F)(F)F)C2)cc1 (stereo not given)
  ST2 inh = i

[18] Cn1c(=O)[nH]c(=O)c2c1nc(CN1CCN(c3ccccc3F)CC1)n2CCCc1ccccc1
  ST2 inh = i

[19] COc1ccc(-c2nc(CN3CCCC3c3ccccn3)c(C)o2)cc1 (stereo not given)
  ST2 inh = u

[20] Cn1c(=O)[nH]c(=O)c2c1nc(NCCCO)n2CCc1ccccc1
  ST2 inh = u

[21] CCC(C)NC(=O)C1(O)c2ccccc2NC(=O)N1c1ccc(Cl)cc1 (stereo not given)
  ST2 inh = i

[22] O[C@@H]1C[C@@H](c2nc(-c3ccc4c(c3)OCO4)no2)N(CC2CC2)C1
  ST2 inh = u

[23] CC(=O)c1cccc(Nc2cc(C)nc3ccc(Cl)cc23)c1
  ST2 inh = u

[24] CC(C)CCn1nc(C(=O)N2CCOCC2)c2c1CCN(Cc1ccc(Oc3ncccn3)cc1)C2
  ST2 inh = i

[25] CN(Cc1c(F)ccc(F)c1Cl)CC1CC(=O)N(C2CCCC2)C1 (stereo not given)
  ST2 inh = i

[26] Cc1cc(N2CCCC2)nc(N2CCN(S(=O)(=O)c3ccccc3Cl)CC2)n1
  ST2 inh = i

[27] Cc1ccc(S(=O)(=O)N2CCSC2c2ccccc2)cc1[N+](=O)[O-] (stereo not given)
  ST2 inh = i

[28] O=C(O)CCCNS(=O)(=O)c1ccc2ccccc2c1
  ST2 inh = i

[29] COc1cccc(C2CC(c3ccc(F)cc3)n3nc(N)nc3N2)c1 (stereo not given)
  ST2 inh = i

[30] CC1CCCC(C)N1C(=O)c1cc(-c2ccc3c(c2)OCO3)on1 (stereo not given)
  ST2 inh = i

[31] O=C1CC(c2ccccc2Cl)CC2=C1C(c1coc3ccccc3c1=O)Nc1ccccc1N2 (stereo not given)
  ST2 inh = u

[32] FC(F)(F)c1cc(-c2ccco2)nc(N2CCCC2)n1
  ST2 inh = i

[33] COc1ccc(C(=O)N(c2ccc(OC)cc2)C2C=CS(=O)(=O)C2)cc1 (stereo not given)
  ST2 inh = i

[34] COc1cccc(C(=O)N2c3ccccc3C(N(C(C)=O)c3ccccc3)CC2C)c1 (stereo not given)
  ST2 inh = i

[35] O=C(N[C@H]1CO[C@H]2[C@@H]1OC[C@@H]2n1nnnc1Oc1ccc(-n2ccnc2)cc1)c1ccccc1
  ST2 inh = u

[36] O=C1CC(c2ccccc2)CC2=C1C(c1ccccc1Br)Nc1ccccc1N2 (stereo not given)
  ST2 inh = i

[37] CC(C)N1CCc2c(sc(NC(=O)c3ccco3)c2-c2nc3ccccc3s2)C1
  ST2 inh = i

[38] CCC(=O)N1CCc2cc(Br)cc(S(=O)(=O)N(CC)CCN(C)C)c21
  ST2 inh = i

[39] COc1cc(C)c(S(=O)(=O)N2CCN(c3nc(C)cc(Nc4ccc(C)cc4)n3)CC2)cc1C
  ST2 inh = u

[40] Brc1cccc(CN2CCSCC2)c1
  ST2 inh = i

[41] O=c1[nH]c(-c2ccccc2Cl)nc2ccccc12
  ST2 inh = i

[42] CCc1ccc(Oc2ncnc(N)c2[N+](=O)[O-])cc1
  ST2 inh = i

[43] CCO[C@H]1COC[C@@H]1NC(=O)c1sc(OC)nc1C
  ST2 inh = i

[44] C=C(C)CN(CC)S(=O)(=O)c1ccc2[nH]cc(C(=O)O)c(=O)c2c1
  ST2 inh = u

[45] Cc1ncccc1C(=O)N1CCc2c(c(C(=O)O)nn2C)C1
  ST2 inh = u

[46] Cc1[nH]cnc1CN1CCC(Oc2ccc(C(=O)NC3CCCC3)cc2Cl)CC1
  ST2 inh = u

[47] Cc1ccc(S(=O)(=O)Cc2ccc(C(=O)N3CCN(c4cc(C)ccc4C)CC3)o2)cc1
  ST2 inh = i

[48] Cc1c(C(=O)NCc2ccco2)oc2ccc(S(=O)(=O)N(C)C3CCCCC3)cc12
  ST2 inh = i

[49] CC(C)CCCC1CN(C(=O)c2ccccc2-c2nn[nH]n2)CCO1 (stereo not given)
  ST2 inh = u

[50] COc1ccc(OC)c(NS(=O)(=O)c2ccc3[nH]c(=O)sc3c2)c1
  ST2 inh = i

[51] CCOc1cc(C(=O)Nc2c3c(nn2C(C)(C)C)CSC3)cc(OCC)c1OCC
  ST2 inh = u

[52] CC(CN1CCCCCC1)C(=O)c1ccccc1 (stereo not given)
  ST2 inh = i

[53] COc1cccc(-c2[nH]ncc2C(=O)N2C[C@H]3CC=C(C)C[C@H]3C2)c1
  ST2 inh = u

[54] CCc1ccc(-c2nc(CSCC(=O)NCc3ccco3)c(C)o2)cc1
  ST2 inh = i

[55] O=C(CSc1nnc(COc2ccc3c(c2)CCCC3)o1)Nc1ccc(F)cc1
  ST2 inh = i

[56] COc1ccc(Cc2nc(-c3ccc([N+](=O)[O-])cc3)no2)cc1
  ST2 inh = i

[57] O=C1Nc2ccccc2C(O)(C(=O)NCCC2=CCCCC2)N1c1ccc(Cl)cc1 (stereo not given)
  ST2 inh = i

[58] Cc1cc(NC(=O)CSc2nc3c([nH]c4ccccc43)c(=O)n2-c2ccccc2)no1
  ST2 inh = i

[59] Cc1cc(CN(C)C(=O)Nc2n[nH]c(Cc3ccccc3)n2)ccn1
  ST2 inh = u

[60] CC(=O)N[C@H]1CC[C@]2(C)CC[C@@H]([C@H](C)C(=O)NC3CCCCC3)[C@H](O)[C@H]2[C@@H]1C
  ST2 inh = i

[61] CN(C)c1ncnc2c1CCN(C(=O)c1cc3c(Cl)cccc3[nH]1)C2
  ST2 inh = i

[62] CCCNc1nc(OC)nc(OC)n1
  ST2 inh = u

[63] COc1ccc(C2SCC(C(=O)O)N2C(C)=O)cc1 (stereo not given)
  ST2 inh = i

[64] CNC(=O)C(C)NC(=O)C12CC3CC(CC(C3)C1)C2 (stereo not given)
  ST2 inh = i

[65] CCOc1ccccc1C(=O)Nc1cc(OC)c(NC(=O)c2ccccc2)cc1OC
  ST2 inh = u

[66] Cc1cc(N(C)C)nc(Nc2ccc(NC(=O)C(C)C)cc2)n1
  ST2 inh = u

[67] CC(C)NC(=O)c1ccccc1NC(=O)c1ccc(N(C)S(=O)(=O)c2ccccc2)cc1
  ST2 inh = i

[68] CCc1nnc(NC(=O)c2ccc(S(=O)(=O)N3CCCCC3CC)cc2)o1 (stereo not given)
  ST2 inh = i

[69] Cc1cc(Sc2ccccn2)c2ccccc2n1
  ST2 inh = i

[70] CCOC(=O)c1sc2ncnc(N(CC)CC)c2c1C
  ST2 inh = u

[71] COc1cccc(C2NC(=O)c3c(sc4c3CCN(C)C4)N2)c1OC (stereo not given)
  ST2 inh = i

[72] CCOC(=O)C1C(=O)C=C(c2ccc(OC)c(OC)c2)CC1c1ccc(F)cc1 (stereo not given)
  ST2 inh = i

[73] CC(CC(O)C(O)C(C)(C)O)C1CCC2(C)C3CCC4C(C)(C(=O)OC5OC(CO)C(O)C(O)C5O)C(O)CC(O)C45CC35CCC12C (stereo not given)
  ST2 inh = i

[74] O=C(N[C@@H]1CN(C(=O)NC2CCCCC2)CCC[C@H]1O)c1ccc(OCc2ccccc2)cc1
  ST2 inh = u

[75] CC1CCN(S(=O)(=O)c2ccc3c(c2)N(CC(=O)NCc2cccs2)C(=O)CS3)CC1
  ST2 inh = i

[76] CC1CCCC(C)N1C(=O)c1cc(-c2cccs2)on1 (stereo not given)
  ST2 inh = i

[77] O=C(NC1(c2cc(F)ccc2F)CC1)C1CC2(CCNCC2)CN1 (stereo not given)
  ST2 inh = i

[78] COc1ccc(Nc2ncc(C#N)c(Nc3ccccc3)c2C#N)cc1
  ST2 inh = i

[79] COc1ccc(C(=O)Nc2c(-c3cccs3)nc3ccccn23)c(OC)c1
  ST2 inh = i

[80] COc1ccccc1N1CCN(CC(O)COc2ccc(Cl)cc2)CC1 (stereo not given)
  ST2 inh = i

[81] CCC(C)NC(=O)c1cn(CC)c2ccc(S(=O)(=O)N3CCCCCC3)cc2c1=O (stereo not given)
  ST2 inh = i

[82] O=C(NCc1ccccn1)C1CC(=O)N(CCc2ccccc2)C1 (stereo not given)
  ST2 inh = i

[83] O=C(c1ccccc1-c1ncc[nH]1)N1CCCC(C(=O)N2CCCC2)C1 (stereo not given)
  ST2 inh = i

[84] Cc1cccc(C(=O)N2CCC(C3=CCN(CC(N)=O)CC3)CC2)c1
  ST2 inh = u

[85] CC(=O)c1cccc(NC(=O)O[C@@H]2CO[C@H]3[C@@H]2OC[C@@H]3NC(=S)Nc2ccccc2)c1
  ST2 inh = i

[86] O=C(NCc1cccnc1)c1cccc(OC2CCN(C(=O)C3CCOC3)CC2)c1 (stereo not given)
  ST2 inh = i

[87] N#Cc1ccc(/C=c2\sc3nc4ccccc4n3c2=O)cc1
  ST2 inh = i

[88] CCOC(=O)N1CCC(NC(=O)c2ccc3oc(CCCc4ccccc4)nc3c2)CC1
  ST2 inh = u

[89] COc1cccc2c1OC1(C)CC2NC(=O)N1c1cccc(Cl)c1 (stereo not given)
  ST2 inh = i

[90] CC(=O)Oc1ccc2c(=O)c(Oc3ccccc3)c(C)oc2c1
  ST2 inh = i

[91] COc1cccc(COC2CN(CC(C)C)C(=O)CN(C(=O)c3ccccc3F)C2)c1 (stereo not given)
  ST2 inh = u

[92] Brc1ccc(C2C=C(c3ccccc3)Nc3ncnn32)cc1 (stereo not given)
  ST2 inh = i

[93] COC(=O)[C@@H]1C[C@@H](NC(=O)CN2C(=O)N(C)Cc3ccccc32)CN1C
  ST2 inh = i

[94] CN(CC[C@H]1CN(C(=O)c2ccc(C(F)(F)F)cc2)CC[C@H]1CC(=O)O)c1ccccc1
  ST2 inh = i

[95] CC1=C(C(N)=O)C(c2cccc(OCc3ccccc3)c2)n2ncnc2N1 (stereo not given)
  ST2 inh = i

[96] CCc1ccc2[nH]cc(C(=O)c3ccc(Cl)cc3)c(=O)c2c1
  ST2 inh = i

[97] O=C(NCc1ccc2c(c1)OCO2)C1CCC(Cn2c(=O)[nH]c3ccsc3c2=O)CC1 (stereo not given)
  ST2 inh = u

[98] Cc1cc(N(C)C)nc(N2CCN(S(=O)(=O)c3cc(C)c(C)cc3C)CC2)n1
  ST2 inh = u

[99] CCOc1ccc(-c2c(C#N)c(N)nc(SCC(=O)c3ccc(OC)cc3)c2C#N)cc1
  ST2 inh = i

[100] CN(CCc1ccccn1)C(=O)c1cc2c(=O)oc3ccccc3c2s1
  ST2 inh = i

[101] O=C(Nc1cc2cc(Cl)ccc2oc1=O)c1ccc(-c2ccccc2)cc1
  ST2 inh = i

[102] O=C(c1cc(-c2cccc(Cl)c2)on1)N1CCc2ccccc2C1
  ST2 inh = i

[103] O=C(Nc1ccc(S(=O)(=O)Nc2nccs2)cc1)c1ccc(Br)cc1F
  ST2 inh = i

[104] C[C@@H]1CC[C@@]2(C)[C@@]3(CC[C@@]2(C)C(=O)O3)[C@@]12C[C@H](c1ccoc1)OC2=O
  ST2 inh = u

[105] COc1ccc(CC(=O)N2CCN=C2SCc2ccc(Br)cc2)cc1
  ST2 inh = i

[106] CCOC(=O)c1c(C)oc2ccc(OC(C)C(=O)OC)cc12 (stereo not given)
  ST2 inh = i

[107] COc1cccc2c1OCC(C1CC(=O)Nc3cc4[nH]ncc4cc31)=C2 (stereo not given)
  ST2 inh = i

[108] Cc1ccc(S(=O)(=O)N2CCC(n3c(C)nc4cccnc43)CC2)cc1C
  ST2 inh = i

[109] CCN(CC)CCN1C(=O)C(=O)C(=C(O)c2ccc(F)cc2)C1c1ccc(OC)c(OC)c1 (stereo not given)
  ST2 inh = i

[110] COc1ccc(Cc2nnc(NC(=O)Nc3cccc(Cl)c3)s2)cc1OC
  ST2 inh = i

[111] C=CCNCCCOc1ccc(C)cc1[N+](=O)[O-]
  ST2 inh = i

[112] O=C(CCc1nc(-c2ccccc2F)no1)NC1CCCc2ccccc21 (stereo not given)
  ST2 inh = i

[113] O=C(c1cc(COc2cccc(F)c2)[nH]n1)N1CCC(N2CCSCC2)CC1
  ST2 inh = i

[114] O=C(COc1ccccc1)N1CCN=C1SCc1ccccc1Cl
  ST2 inh = i

[115] O=c1[nH]c2ccccc2nc1Cc1cccc(F)c1
  ST2 inh = i

[116] c1cc(-c2nc3ccccc3o2)cc(-c2nc3ccccc3o2)c1
  ST2 inh = i

[117] CC1=NN(c2ccccc2)C(=O)/C1=C/c1ccc(O)c(Br)c1
  ST2 inh = i

[118] N#Cc1c(-c2ccc(Cl)cc2)cc(C2CC2)nc1N
  ST2 inh = i

[119] CC(=O)Nc1ccc(C2C(C#N)=C(N)Oc3cc(N)ccc32)cc1 (stereo not given)
  ST2 inh = u

[120] O=C(NCC1CC(=O)N(C2CCCC2)C1)c1ccc2nc[nH]c2c1 (stereo not given)
  ST2 inh = u

[121] Cn1cnnc1CC1CCN(C(=O)Nc2cccc3ccccc23)CC1
  ST2 inh = i
